Efflux pump mplx = inhibitors of Candida efflux pumps in yeast, primary screen, S. cerevisiae, Nile Red, multiplex | S. cerevisiae Candida pump triplex | inhibition, % at 10 µM | hit rate 0.44% among 330,000 | AID 485275, 2010;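 active means plate passing quality check with inhibition over a set limit, or well fluorescence over plate mean plus 4 SD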;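 further: Nile Red retained in pooled yeast measured as flow cytometry median fluorescence; 0% = buffer negative control and 100% = Enniatin B positive control; higher means more Nile Red kept so more efflux inhibition; some compounds called inactive have numbers as strong as hits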
ZTA DNA inh = ZTA (EBV) inhibition in EBNA-1 counter-screen | P03206 | ZTA-DNA binding, fluorescence polarization | inhibition, % at 11 µM | hit rate 0.15% among 320,000; in the data active means inhibition above about 33%
Target sequence (P03206 whole entry, looked up): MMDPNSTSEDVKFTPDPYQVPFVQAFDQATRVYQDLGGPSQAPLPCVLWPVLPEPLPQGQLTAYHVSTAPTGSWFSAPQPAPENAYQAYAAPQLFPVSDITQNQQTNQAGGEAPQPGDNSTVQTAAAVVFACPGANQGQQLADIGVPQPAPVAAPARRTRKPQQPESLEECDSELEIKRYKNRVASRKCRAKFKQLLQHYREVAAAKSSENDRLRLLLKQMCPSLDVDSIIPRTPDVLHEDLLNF
Fam108B inh = mouse Fam108B serine hydrolase inhibitors, primary screen, counter-screen for RBBP9 inhibitor project, biochemical, fluorescence polarization; AID 1947, 2009; recombinant Fam108B, FP-Rh probe fluorescence polarization; hit rate 0.33% among 300,000; inhibition, % at 9.51 µM;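 active means inhibition above the screen mean inhibition plus 3 SD, computed separately per campaign, cut at about 18% in these data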;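 further: inhibitors lower polarization as less probe binds the enzyme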
MCL1 BIM primary = inhibitors of MCL1 binding to BIM-BH3, primary screen, biochemical, fluorescence polarization; Induced myeloid leukemia cell differentiation protein Mcl-1 (Homo sapiens), Q07820; GST-MCL1 / FITC-Bim-BH3 fluorescence polarization; inhibition, % at 10.9 µM; hit rate 0.68% among 320,000; AID 2057, 2009;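 active means inhibition above the mean inhibition of all tested compounds plus 3 SD, set per campaign, cut at about 40% in these data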;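 further: 0% = DMSO wells and 100% = unlabeled Bim-BH3 peptide control; higher means more loss of mP so more displacement of Bim peptide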
Target sequence (Q07820 whole entry, looked up): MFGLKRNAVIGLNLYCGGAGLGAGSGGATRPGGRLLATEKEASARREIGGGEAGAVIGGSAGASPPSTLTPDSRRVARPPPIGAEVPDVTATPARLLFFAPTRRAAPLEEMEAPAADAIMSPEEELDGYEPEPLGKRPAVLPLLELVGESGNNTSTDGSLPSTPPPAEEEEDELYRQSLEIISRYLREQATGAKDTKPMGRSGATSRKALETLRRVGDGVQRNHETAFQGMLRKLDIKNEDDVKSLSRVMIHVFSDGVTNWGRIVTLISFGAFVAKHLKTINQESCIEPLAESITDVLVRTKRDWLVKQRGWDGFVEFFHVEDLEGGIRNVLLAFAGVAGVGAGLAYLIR
EBNA-1 inhibitor = EBNA-1 DNA-binding inhibitors, primary screen, biochemical, fluorescence polarization. inhibition, % at 14.8 µM. hit rate 0.34% among 300,000; in the data active means inhibition above about 28%
MEX-5 binding = MEX-5 zinc finger RNA-binding disruptors – biochemical, C. elegans, fluorescence polarization, MLPCN library, primary screen; hit rate 0.38% among 300,000; Zinc finger protein mex-5 (Caenorhabditis elegans), Q9XUB2; MEX-5/FITC-TCR2 RNA binding; hits give low values; activity score (negative = inhibition of binding), % at 10 µM;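 active means inhibition past about -25% in most replicates, and total fluorescence under double the plate's negative control median, limit read from the data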;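 further: 0% = DMSO and -100% = 5 µM competing unlabeled TCR2 RNA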
Target sequence (Q9XUB2 whole entry, looked up): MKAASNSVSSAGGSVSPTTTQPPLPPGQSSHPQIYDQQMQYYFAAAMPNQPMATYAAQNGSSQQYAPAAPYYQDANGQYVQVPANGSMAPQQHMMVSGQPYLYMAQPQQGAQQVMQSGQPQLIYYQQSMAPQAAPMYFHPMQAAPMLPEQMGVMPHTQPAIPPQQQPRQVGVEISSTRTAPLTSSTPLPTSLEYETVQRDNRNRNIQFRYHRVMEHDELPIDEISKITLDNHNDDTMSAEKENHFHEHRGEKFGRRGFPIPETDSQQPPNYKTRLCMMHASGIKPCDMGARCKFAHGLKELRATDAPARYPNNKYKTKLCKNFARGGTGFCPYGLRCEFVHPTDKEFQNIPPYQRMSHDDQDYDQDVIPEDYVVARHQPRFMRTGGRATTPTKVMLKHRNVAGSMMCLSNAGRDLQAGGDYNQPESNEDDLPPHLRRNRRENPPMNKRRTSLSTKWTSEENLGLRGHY
Bcl-xL primary = inhibitors of human Bcl-xL, primary screen, biochemical, fluorescence polarization, HTS. hit rate 0.7% among 320,000. inhibition, % at 10.9 µM. Bcl-2-like protein 1 (Homo sapiens), Q07817. GST-Bcl-xL / FITC-Bim BH3 peptide fluorescence polarization;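 active means inhibition above the mean of all tested compounds plus 3 SD, cutoff set per campaign, cut at about 30% in these data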;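 further: 0% = DMSO wells and 100% = unlabeled Bim-BH3 peptide competitor; inhibitors lower millipolarization by displacing the labeled peptide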
Yeast superoxide = reduction of superoxide in aged yeast, primary screen, HTS | S. cerevisiae aged cells, superoxide DHE fluorescence; hits give low values | hit rate 0.18% among 330,000 | AID 2690, 2010 | superoxide response (% of plate mean), % at 10 µM;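 active means superoxide response under a set limit, about three screen SD below normal, cut at about 65% in these data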;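 further: yeast aged for seven days with compound at 30 °C before DHE staining; 100% = average MFI of all compound-treated wells on the plate with controls excluded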
GLD-1 TGE inh = GLD-1/TGE RNA complex disruptors, primary screen, biochemical, fluorescence polarization; Female germline-specific tumor suppressor gld-1 (Caenorhabditis elegans), Q17339; purified GLD-1 + fluorescein TGE RNA; inhibition, % at 5.96 µM; hit rate 0.44% among 320,000; AID 2280, 2010;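 active means percent inhibition above a per-plate cutoff, the plate mean of test compounds plus 3 SD, cut at about 30% in these data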;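 further: 0% = DMSO wells with GLD-1 and probe and 100% = wells lacking GLD-1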
* marks the source's active call; other numbers are inactive results; . = not tested or not shown.

SMILES	Efflux pump mplx	ZTA DNA inh	Fam108B inh	MCL1 BIM primary	EBNA-1 inhibitor	MEX-5 binding	Bcl-xL primary	Yeast superoxide	GLD-1 TGE inh
COC(=O)N/N=C\c1cc2c(cc1Br)OCO2	0.3	0.1	-3.9	2.5	-15.4	-0.5	-0.7	105.0	-7.6
Cc1c(C(=O)Nc2cccc(Cl)c2)oc2ccc(S(=O)(=O)N3CCC4(CC3)OCCO4)cc12	-0.6	-13.8	-8.0	2.3	4.3	.	1.0	90.7	7.5
O=C(Nc1nc(-c2ccc3c(c2)OCO3)cs1)C1CC1	0.0	-1.6	0.8	3.8	4.2	-3.0	2.8	97.9	-0.5
COc1ccccc1-n1c(C)nnc1SCC(=O)NCc1ccccc1	-0.1	-3.8	1.4	4.3	1.5	-2.6	5.5	104.5	0.4
NC(=O)Cc1nc2scc(-c3ccc(Cl)cc3)c2c(=O)[nH]1	0.1	-14.0	0.7	-13.8	-17.8	-1.8	-6.3	96.1	-12.6
O=C(O)CCCN1C(=O)NC2NC(=O)NC21 (stereo not drawn)	0.0	6.7	7.4	1.9	3.8	0.3	-2.2	102.2	5.0
O=C(O)c1ccc(NCc2cccnc2)cc1	0.0	-6.9	-1.7	9.3	14.0	-1.9	4.0	81.2	1.4
CCc1ccc(CN(C)Cc2nc(Cc3cccc(C(F)(F)F)c3)no2)nc1	0.1	-5.6	1.9	9.5	11.9	3.1	6.9	91.6	3.5
O=C(/C=C/c1ccc(OC(F)F)cc1)OCC(=O)N1CCN(C(=O)c2ccco2)CC1	0.2	14.2	-4.4	-7.2	-5.9	-5.3	-2.4	95.4	-4.1
CC(C)(C)C(=O)N1CCC(O)(CS(=O)(=O)c2ccc(Cl)c(Cl)c2)CC1	-0.1	-7.8	1.2	5.0	0.4	3.4	6.2	94.3	6.3
Cc1cc(N2C(=O)C(O)=C(C(=O)c3ccc(C)o3)C2c2ccc(OCc3ccccc3)cc2)no1 (stereo not drawn)	-0.1	20.9	4.3	10.4	9.9	-1.7	11.2	104.5	12.7
COc1ccc(N2C(=O)[C@@H]3[C@H](C2=O)[C@H]2c4ccccc4C=CN2[C@@H]3C(C)=O)cc1	0.1	2.3	0.4	26.0	-6.2	.	34.0*	99.2	22.5
O=C(NC(=S)Nc1ccccc1N1CCOCC1)c1ccc(-c2cccc(Cl)c2)o1	11.1*	9.4	-15.9	0.1	-8.3	-0.7	-0.8	93.8	1.4
CCCc1nc2nc(C)c(NS(=O)(=O)c3ccc4c(c3)CCCC4)c(=O)n2[nH]1	-0.1	-1.4	-0.4	2.0	2.6	2.2	5.9	92.8	1.5
COC(=O)c1ccc(C(=O)N=c2sccn2C)cc1	-0.3	16.9	4.1	4.5	5.4	1.1	2.7	99.8	-1.0
Cc1cccc(C)c1NC(=O)CN(C)C(=O)c1ccc(COc2ccccc2)cc1	0.3	-1.4	-2.5	-7.3	1.6	-2.2	0.7	108.6	2.2
CCC(C)(C)n1nnnc1C(c1ccc(Cl)cc1)N1CCN(C)CC1 (stereo not drawn)	0.2	-6.7	-2.4	1.0	-9.6	-3.9	5.6	101.5	16.9
CCN(CC)c1ccc(/C=N/N2CCN(Cc3ccccc3Cl)CC2)cc1	0.1	-6.2	1.7	3.9	-6.0	-0.5	4.4	94.7	5.1
Cn1nc(NC(=O)CC23CC4CC(CC(C4)C2)C3)c2c(F)cccc21	0.0	-5.8	-4.6	3.6	-0.5	1.0	5.5	97.5	6.6
CC(=O)c1ccc(NC(=O)c2ccc(S(=O)(=O)c3ccccc3)cc2)cc1	-0.1	-0.2	-7.1	2.0	15.3	-0.4	5.2	105.0	5.4
C/C(N)=C(/C#N)C(=O)COc1ncnc2ccccc12	-0.1	2.3	1.9	-3.3	-5.0	-3.3	5.9	98.3	1.7
CCCCS(=O)CC(O)COc1ccc(C(C)(C)C)cc1 (stereo not drawn)	0.0	-11.0	1.0	1.5	4.0	-0.4	-0.3	98.1	4.8
O=C(CCS(=O)(=O)c1ccccc1)N1CCN(c2ccccc2)CC1	-0.3	-8.4	-0.2	3.4	5.2	-0.4	2.2	100.7	6.5
CCOc1ccc(NS(=O)(=O)c2ccc(C(=O)N3CCCCCC3)cc2)cc1	0.0	-3.8	1.7	-0.1	-6.9	1.0	1.4	102.6	-3.8

Some of the entries above, set out differently:
The line under a structure holds: Efflux pump mplx	ZTA DNA inh	Fam108B inh	MCL1 BIM primary	EBNA-1 inhibitor	MEX-5 binding	Bcl-xL primary	Yeast superoxide	GLD-1 TGE inh
O=C(CCS(=O)(=O)c1ccccc1)N1CCN(c2ccccc2)CC1
  -0.3	-8.4	-0.2	3.4	5.2	-0.4	2.2	100.7	6.5
CCOc1ccc(NS(=O)(=O)c2ccc(C(=O)N3CCCCCC3)cc2)cc1
  0.0	-3.8	1.7	-0.1	-6.9	1.0	1.4	102.6	-3.8

The listing continues.
SMILES	Efflux pump mplx	ZTA DNA inh	Fam108B inh	MCL1 BIM primary	EBNA-1 inhibitor	MEX-5 binding	Bcl-xL primary	Yeast superoxide	GLD-1 TGE inh
O=C(CSc1nc2cc(Cl)ccc2c(=O)n1Cc1ccco1)Nc1ccc(S(=O)(=O)N2CCOCC2)cc1	0.2	27.5	-27.4	-13.0	-0.6	2.8	-7.1	100.5	-18.6
C=CCn1c(CSCc2ccccc2)nnc1SCC(=O)N1CCN(c2ccccc2)CC1	0.0	-12.9	7.3	6.2	-6.9	4.5	3.8	99.0	-0.3
Cc1ccc(CCNC(=O)c2cc(S(=O)(=O)N3CCOCC3)cn2C)cc1	0.1	6.5	1.3	3.7	3.7	4.6	2.8	80.6	-3.3
O=C(Cc1ccc(-c2ccccc2)cc1)NCCN1CCOCC1	0.0	-1.9	-1.5	3.3	-4.3	-2.2	3.5	98.1	4.1
COc1ccc(Br)c(-c2nnc(CS(=O)(=O)c3ccccc3)o2)c1	0.1	-0.8	2.1	1.6	-6.7	-1.8	0.0	95.0	3.9
CCC[C@@H]1C[C@@]1(CCC)[C@@H](NC(=O)c1ccccc1)c1ccc(C(=O)OC)cc1	.	2.8	-6.6	-0.2	-14.7	-2.4	3.2	.	5.5
COc1ccc(CC(=O)Nc2ccc(C)c(S(=O)(=O)N3CCCCCC3)c2)cc1	0.0	-8.3	.	8.0	.	.	9.4	98.9	1.5
COc1cccc(/C=N/NC(=O)CC(=O)NCCc2ccccc2)c1OC	0.5	5.6	4.8	-1.0	1.9	-1.7	-4.4	90.3	-0.9
CCCOCCOC(=O)C1=C(C)NC(=O)NC1c1cc(Cl)c(O)c(OC)c1 (stereo not drawn)	0.1	9.3	3.9	0.2	0.2	2.1	-0.5	103.8	3.8
CCOC(=O)c1ccc(NC(=O)CSc2nnc(C3CCCCC3)n2C)cc1	0.1	1.6	11.0	8.5	-5.8	-1.8	1.6	117.0	5.9
CCCC(=O)NCCc1cc2ccc(C)c(C)c2[nH]c1=O	-0.1	2.2	1.3	-0.9	7.0	-0.6	1.4	102.2	-2.2
CCOC(=O)c1cnc2c(Cl)cccc2c1NCCN(C)C	0.0	-0.9	-3.1	3.5	-7.9	-2.6	0.5	103.2	6.4
O=c1[nH]c2cnccc2n1-c1ccccc1	0.1	5.2	8.1	3.7	-7.9	0.2	4.6	103.4	1.9
Cc1ccc(C(=O)OCC(=O)N(C)c2ccccc2)cc1C	0.1	-3.7	-2.6	-7.0	-5.0	-0.7	-2.8	106.2	3.0
CC(=O)[C@@H]1[C@@H]2C(=O)N(c3ccccc3F)C(=O)[C@@H]2[C@H]2c3ccccc3C=NN12	0.1	-2.3	3.9	23.9	-6.9	-1.4	29.4	112.7	19.4
C=CCN(c1cccc(C(F)(F)F)c1)S(=O)(=O)c1cccc(C(=O)OCC(=O)NC)c1	0.0	-8.5	-2.9	-5.5	-10.0	-1.0	-2.9	105.6	-5.5
Cc1ccc(CN(C)C(=O)COC(=O)CSc2ccc([N+](=O)[O-])cc2)cc1	-0.1	3.4	1.0	5.4	-0.2	0.1	2.6	100.7	7.6
COCCN(C(=O)CNC(=O)c1ccco1)C(C(=O)NC1CCCC1)c1cccc(OC)c1 (stereo not drawn)	0.2	-1.2	3.1	0.8	-3.4	-1.1	1.4	98.5	6.8
O=C(/C=C/c1cccc(Br)c1)NCC1CCCCC1	0.3	9.8	-2.3	11.4	10.3	.	3.3	93.0	0.7
CC(Oc1cc2oc(=O)c3c(c2cc1Cl)CCCC3)C(=O)NCC1CCC(C(=O)O)CC1 (stereo not drawn)	-0.2	8.7	0.7	4.4	3.0	-2.1	-1.0	109.8	-2.2
COc1ccc(CC(=O)N2N=C(C)CC2(O)c2cccnc2)cc1 (stereo not drawn)	-0.1	6.7	10.9	15.7	-8.5	-1.1	2.5	99.1	3.8
C=CCn1c(SCC(=O)NCC2CCCO2)nc2c([nH]c3ccccc32)c1=O (stereo not drawn)	0.2	-12.0	-6.2	-2.5	-4.8	-2.3	-0.8	108.0	8.4
CCn1c(=O)c(C(=O)Nc2ccccc2S(N)(=O)=O)c(O)c2ccccc21	0.2	9.1	-8.2	1.4	-3.4	-2.9	-1.1	109.9	2.9
O=C(Cc1c(F)cccc1Cl)Nc1ccccc1N1CCCCC1	0.2	-1.6	-4.4	0.4	3.0	-1.2	-2.8	99.3	-6.8
O=C(CSc1nnc(NC(=O)c2ccccc2)s1)NC1CCCC1	-0.1	-15.6	-0.1	-4.6	-4.0	-2.3	-2.0	88.3	5.9
Cc1nnc(SCc2nnc(-c3ccc(Cl)cc3)o2)n1-c1ccccc1	0.3	19.2	-5.9	-1.4	-1.3	-4.1	7.8	108.2	-3.2
CCOC(=O)c1c(C)[nH]c(C(=O)OCC(=O)NCc2ccc(OC)c(OC)c2)c1C	-0.6	-3.4	.	-2.8	.	.	6.7	88.2	2.5
COc1ccccc1NS(=O)(=O)c1cccc(C(=O)N/N=C2\CC(=O)CC(C)(C)C2)c1	0.1	-14.7	-1.1	6.6	-9.4	-3.0	8.7	112.5	58.5*
COc1cccc(NC(=O)CN(C)CC(=O)Nc2ccc(C)c([N+](=O)[O-])c2)c1	0.8	-6.8	-2.6	-4.8	-11.8	-1.1	2.7	95.6	4.6
COc1ccc(C(=O)NCC2CCCN2S(=O)(=O)c2cccs2)cc1 (stereo not drawn)	0.2	10.1	3.2	1.8	-6.0	0.1	-3.4	99.6	1.4
CCCCC[C@H]1CN(Cc2ccc(OC)cc2)C(=O)[C@@H]1CC(=O)NCc1ccccc1	0.1	5.5	0.3	-2.7	18.7	0.2	2.0	93.0	1.1
CC(C)[C@@H](N)C(=O)N/N=C/c1ccc2ncccc2c1	0.0	6.1	0.6	6.8	-0.9	-2.6	10.0	106.3	0.9
CN(C)C(CNC(=O)CSc1nc2ccccc2c(=O)n1Cc1ccco1)c1ccccc1 (stereo not drawn)	0.1	3.9	-1.7	-1.4	-5.9	-3.2	5.6	92.9	6.2
OC1CCN(c2c3c(nc4cc(-c5ccc(Cl)cc5)nn24)CCC3)CC1	0.0	3.7	3.1	1.8	0.9	-6.5	1.2	101.2	3.9
COc1cc(N(C(=O)Cc2cccs2)C(C(=O)NC2CCCCC2)c2ccc(C)cc2)ccc1-n1cnnn1 (stereo not drawn)	0.0	0.5	1.5	-2.1	-13.2	-0.8	0.9	74.5	0.7
CCNc1ncnc2c1cnn2C	0.1	0.8	0.3	1.6	0.8	0.8	-2.0	111.5	-7.9
